NR5A2 inv ag: inverse agonists of human LRH-1 (NR5A2). HEK293T StAR-luciferase reporter, LRH-1 transfected, 24 h. inhibition, % at 3.6 µM. actives 0.13% (n = 360,000). AID 602396;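 active = inhibition above the mean inhibition of all tested compounds plus 3 SD, cut at about 73% in these data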;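 also: 0% = DMSO wells and 100% = reporter-only cells lacking LRH-1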
LMP1 NFkB inh: Epstein-Barr LMP1 NF-kappaB reporter inhibition; LMP1-induced NF-kappaB luciferase reporter cells, luminescence; inhibition, % at 12.5 µM; actives 0.69% (n = 350,000); AID 504558; in the data active = inhibition above about 41%; inconclusive = no clear call, values can overlap the other calls;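 also: 0% = neutral control wells and 100% = reference inhibitor control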
Vif imaging: inhibitors of HIV Vif; HEK293T cells, Vif self-association by quenched fluorescence, imaging, 24 h; actives 0.35% (n = 340,000); inhibition, % at 7.49 µM; in the data active = inhibition above about 50%, passing the limit was not always enough; inconclusive = no clear call, values can overlap the other calls; inactive = below about 31%; also: some results filed as inactive read as strong as hits
TROY NFkB inh: blocks TROY-dependent signaling in reporter cells | Q293 LMP1-TROYcd NF-kB luciferase reporter, 4 h | inhibition, % at 10 µM | actives 0.98% (n = 360,000);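 active = compounds whose plate-normalised and pattern-corrected inhibition of the luciferase reporter signal at the single screening dose is 50% or more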
NCOA1 inh: inhibits human SRC1 coactivator; Q15788; inhibition, % at 3.6 µM; actives 0.12% (n = 360,000); HEK293 GAL4-SRC1 luciferase reporter, luminescence; AID 588354;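 active = inhibition above the campaign mean plus 3 SD, with each screening campaign given its own cutoff, cut at about 60% in these data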;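 also: 0% = DMSO treated cells and 100% = gossypol at 36 µM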
Target sequence (Q15788 whole entry, looked up, the tested form may be a part): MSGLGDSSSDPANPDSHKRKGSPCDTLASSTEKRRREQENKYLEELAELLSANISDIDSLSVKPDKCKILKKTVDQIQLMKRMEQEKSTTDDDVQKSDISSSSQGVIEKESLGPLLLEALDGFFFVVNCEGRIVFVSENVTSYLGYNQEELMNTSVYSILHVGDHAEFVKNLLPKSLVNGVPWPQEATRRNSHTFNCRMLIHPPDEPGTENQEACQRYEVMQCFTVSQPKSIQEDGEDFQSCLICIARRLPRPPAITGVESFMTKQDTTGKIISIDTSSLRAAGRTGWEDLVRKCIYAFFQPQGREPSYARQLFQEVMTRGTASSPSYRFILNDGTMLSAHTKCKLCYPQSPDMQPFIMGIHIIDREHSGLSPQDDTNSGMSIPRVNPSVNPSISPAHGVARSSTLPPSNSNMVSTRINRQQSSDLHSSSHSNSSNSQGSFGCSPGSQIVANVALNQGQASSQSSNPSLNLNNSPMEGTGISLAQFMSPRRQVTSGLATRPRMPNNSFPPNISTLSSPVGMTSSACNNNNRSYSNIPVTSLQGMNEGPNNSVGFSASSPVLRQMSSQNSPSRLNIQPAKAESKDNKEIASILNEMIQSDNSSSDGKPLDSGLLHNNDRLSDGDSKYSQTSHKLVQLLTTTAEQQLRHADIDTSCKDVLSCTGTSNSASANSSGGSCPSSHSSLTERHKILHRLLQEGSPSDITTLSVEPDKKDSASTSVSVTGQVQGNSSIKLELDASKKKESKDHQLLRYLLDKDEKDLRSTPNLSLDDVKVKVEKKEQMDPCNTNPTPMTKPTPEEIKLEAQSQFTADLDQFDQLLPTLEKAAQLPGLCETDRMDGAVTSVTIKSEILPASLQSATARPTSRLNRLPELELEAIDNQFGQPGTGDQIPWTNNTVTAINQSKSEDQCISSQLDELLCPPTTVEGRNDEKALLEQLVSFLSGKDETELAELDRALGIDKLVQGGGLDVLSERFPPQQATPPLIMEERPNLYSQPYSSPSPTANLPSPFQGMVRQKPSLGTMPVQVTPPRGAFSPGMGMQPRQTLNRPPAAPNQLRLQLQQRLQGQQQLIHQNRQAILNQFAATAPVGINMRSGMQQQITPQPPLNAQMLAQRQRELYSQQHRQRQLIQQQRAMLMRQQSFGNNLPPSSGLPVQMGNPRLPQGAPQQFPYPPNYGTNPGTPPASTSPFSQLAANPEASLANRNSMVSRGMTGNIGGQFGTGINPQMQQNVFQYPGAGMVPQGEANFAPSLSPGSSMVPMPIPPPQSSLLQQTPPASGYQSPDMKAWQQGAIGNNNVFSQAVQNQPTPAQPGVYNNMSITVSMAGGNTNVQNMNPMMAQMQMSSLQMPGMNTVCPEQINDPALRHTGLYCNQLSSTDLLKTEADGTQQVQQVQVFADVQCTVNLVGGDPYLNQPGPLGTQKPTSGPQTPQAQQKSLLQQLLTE
NCOA3 inh: inhibits human SRC3 coactivator; HEK293 GAL4-SRC3 luciferase reporter, luminescence; AID 588352; actives 0.17% (n = 360,000); Q9Y6Q9; inhibition, % at 3.6 µM;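 active = inhibition above a per-campaign cutoff, the mean of all compounds plus 3 SD, cut at about 60% in these data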;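 also: 0% = DMSO-treated cells and 100% = gossypol-treated cells at 36 µM; higher means less SRC3-driven luciferase light from the GAL4 reporter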
TRAIL sens C8: sensitizes caspase-8 expressing cells to TRAIL. NB7+C8 cells + TRAIL, ATPlite viability luminescence. inhibition (viability loss, TRAIL sensitization), % at 10 µM. actives 1% (n = 360,000);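 active = compounds causing at least 50% loss of cell viability in the single-dose screen, relative to plate controls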
TLR9-MyD88 inh: TLR9-MyD88 interaction inhibition | inhibition, % at 4.98 µM | Q9NR96+Q99836 | AID 504734 | actives 0.21% (n = 340,000) | CHO BLA complementation TLR9-MyD88, CCF4 FRET ratio;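 active = inhibition above the mean over all tested compounds plus 3 SD, cut at about 21% in these data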;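 also: 0% = DMSO only wells and 100% = clavulanate BLA inhibitor control wells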
NCOA2 inhibitor: inhibits human steroid receptor coactivator 2; HEK293 GAL4-SRC2 luciferase reporter, luminescence; AID 651957; Q15596; inhibition, % at 9 µM; actives 0.17% (n = 370,000);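 active = inhibition above the mean inhibition of all tested compounds plus 3 SD, set per campaign, cut at about 52% in these data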;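 also: 0% = DMSO treated cells and 100% = cells given Gossypol at 36 µM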
NOD2-RIPK2 inh: inhibitors of human NOD2-RIPK2 interaction; O43353; CHO BLA complementation NOD2-RIPK2, CCF4 ratio; actives 0.38% (n = 360,000); inhibition, % at 4.98 µM; AID 624267; in the data active = inhibition above about 21%;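 also: 0% = vehicle only and 100% = reference blocker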
COUP-TFII inh: inhibitors of human COUP-TFII (NR2F2); P24468; HEK293T NGFI-A luciferase reporter, luminescence; inhibition, % at 8.6 µM; actives 0.7% (n = 370,000); AID 686940;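 active = inhibition above a per-plate cutoff, mean inhibition of test wells between control levels plus 3 SD, cut at about 38% in these data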;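 also: cells cotransfected with COUP-TFII expression vector driving the NGFI-A reporter; 0% = median of COUP-TF2 test wells and 100% = reporter-only cells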
* = called active by the depositor; ? = inconclusive; . = no result given.

SMILES	NR5A2 inv ag	LMP1 NFkB inh	Vif imaging	TROY NFkB inh	NCOA1 inh	NCOA3 inh	TRAIL sens C8	TLR9-MyD88 inh	NCOA2 inhibitor	NOD2-RIPK2 inh	COUP-TFII inh
Cc1ccc(-c2cc3nc(-c4ccccc4)cc(N)n3n2)cc1	-55	-24	-9	12	-86	-76	-1	7	-56	0	-40
COc1ccc(NC(=S)NC(NC(C)=O)C(Cl)(Cl)Cl)c([N+](=O)[O-])c1 (stereo not drawn)	8	-2	4	7	-11	1	-10	-5	-6	-8	21
Cc1cccc(Nc2nc(CC(=O)O)cs2)c1	-24	-21	-5	15	-15	-34	-4	3	-6	3	-20
Cc1ccsc1/C=N/NC(=O)CNC(=O)c1ccc(S(=O)(=O)N2CCOCC2)cc1	-14	-5	0	-35	-9	-21	-5	-2	9	-5	14
O=C(Nc1ccncc1)OCc1ccccc1	9	?	1	17	-2	6	15	-4	-4	-2	12
COc1ccc(NC(=O)OCC(C)C)cc1OC	-22	-9	25	-25	-9	-7	8	2	.	-6	.
COCc1[nH][nH]c(=O)c1C=NCC(=O)OC	-16	-18	-20	2	7	-7	4	8	13	5	-5
CC(=O)c1c(C)oc2ccc(N(C(C)=O)S(=O)(=O)c3ccc(Br)cc3)cc12	-9	11	-22	25	-16	16	9	10	21	-17	2
Cc1ccc(CNC(=O)c2ccc(CS(=O)(=O)c3ccccc3C)o2)cc1	14	1	0	-8	-7	23	8	5	-8	-1	-7
CS(=O)(=O)N(CC(=O)NCCSCc1cccc(Cl)c1)c1ccccc1F	8	-2	-2	15	-3	8	-1	3	-6	8	2
COc1ccc(C(CNC(=O)c2cccc(S(=O)(=O)N(C)c3ccccc3)c2)N2CCCC2)cc1 (stereo not drawn)	-13	-4	-1	10	-3	-19	-3	-5	4	1	6
Cc1cccc(NC(=O)CC2C(=O)NCCN2C(=S)Nc2ccccc2)c1 (stereo not drawn)	34	3	2	6	0	19	6	11	12	-4	-15
CC(C)(C)OC(=O)N1CCN(C(=O)c2[nH]cnc2C(=O)Nc2ccon2)CC1	-12	-6	17	-9	4	5	-9	1	-5	0	-11
CC1CCCN(CCC(=O)Nc2ccc(Br)cc2)C1 (stereo not drawn)	0	-5	8	5	3	-7	7	-8	4	-3	-3
CCN1CCN(S(=O)(=O)c2ccc(S(=O)(=O)NCC3CCCO3)cc2)CC1 (stereo not drawn)	9	6	4	-20	1	13	-7	3	9	4	5
CCCC#Cc1cnc2c(c1)C(=O)N([C@H](C)CO)C[C@@H](C)[C@@H](CN(C)C(=O)Nc1cccc(F)c1)O2	-49	1	-3	0	4	-7	10	-6	-1	13	14
O=C(/C=C(\O)c1ccc(Cl)cc1)C(=O)NNC(=O)C(O)(c1ccccc1)c1ccccc1	-25	0	3	-10	-6	7	9	2	.	-9	.
Cc1ccc2nc(NC(=O)COC(=O)c3cccnc3)sc2c1	-64	-3	-1	-28	-85	-25	0	-3	-30	-2	-16
O=C(CN1C(=O)S/C(=C\c2ccccn2)C1=O)Nc1ccc(F)cc1	-11	-13	-1	5	-13	-13	-24	0	-29	-3	-19
CCN(C(=O)Cn1c(=O)oc2ccccc21)c1c(N)n(Cc2ccccc2)c(=O)[nH]c1=O	6	8	-2	6	8	-2	-8	-3	-9	-8	3

5 structures already listed, sorted by heavy-atom count, largest number first.
SMILES	NR5A2 inv ag	LMP1 NFkB inh	Vif imaging	TROY NFkB inh	NCOA1 inh	NCOA3 inh	TRAIL sens C8	TLR9-MyD88 inh	NCOA2 inhibitor	NOD2-RIPK2 inh	COUP-TFII inh
CCCC#Cc1cnc2c(c1)C(=O)N([C@H](C)CO)C[C@@H](C)[C@@H](CN(C)C(=O)Nc1cccc(F)c1)O2	-49	1	-3	0	4	-7	10	-6	-1	13	14
COc1ccc(NC(=S)NC(NC(C)=O)C(Cl)(Cl)Cl)c([N+](=O)[O-])c1 (stereo not drawn)	8	-2	4	7	-11	1	-10	-5	-6	-8	21
Cc1ccc(-c2cc3nc(-c4ccccc4)cc(N)n3n2)cc1	-55	-24	-9	12	-86	-76	-1	7	-56	0	-40
COc1ccc(NC(=O)OCC(C)C)cc1OC	-22	-9	25	-25	-9	-7	8	2	.	-6	.
COCc1[nH][nH]c(=O)c1C=NCC(=O)OC	-16	-18	-20	2	7	-7	4	8	13	5	-5

(more compounds)
SMILES	NR5A2 inv ag	LMP1 NFkB inh	Vif imaging	TROY NFkB inh	NCOA1 inh	NCOA3 inh	TRAIL sens C8	TLR9-MyD88 inh	NCOA2 inhibitor	NOD2-RIPK2 inh	COUP-TFII inh
COc1ccc(CCNC(=O)c2c[nH]c3ccccc3c2=O)cc1OC	3	11	-7	8	7	7	-10	-15	4	-12	13
O=C(C1=C(O)C(=O)N(CCc2ccccc2)C1c1ccncc1)c1cc2ccccc2o1 (stereo not drawn)	18	0	3	-14	-7	24	0	10	-4	-11	-13
CCc1ccc(OCCSc2nc3ccccc3n2CCC(=O)O)cc1	7	-2	6	-22	6	2	-6	10	18	3	-3
O=C(COc1cc(Cl)c(Cl)cc1Cl)NCCN1CCOCC1	-29	17	.	-10	-5	-6	1	3	-2	-3	-2
O=Cc1cccn1-c1cccc([N+](=O)[O-])c1	8	1	2	-2	11	16	-10	-22	19	-9	0
O=C(Nc1nc(-c2ccccc2)cs1)C1CCCN(S(=O)(=O)c2ccccc2)C1 (stereo not drawn)	45	22	-8	46	26	38	18	2	8	-9	44*
COCCNC(=S)N1CCCC(CO)C1 (stereo not drawn)	-12	2	-5	-25	11	-13	-4	-6	2	-4	4
CCCn1c(SCC(=O)N(CC)CC)nnc1-c1ccncc1	-1	5	.	-2	2	4	-5	-8	-28	7	5
Cc1ncoc1C(=O)NCc1ccccc1Cl	3	-9	7	6	3	15	-8	4	.	2	.
Cn1ncc2nnn(-c3ccccc3)c(=O)c21	-5	-2	2	-3	-12	11	-10	-12	-28	-5	-6
Cc1cccc(C)c1NC(=O)c1nc(S(=O)(=O)Cc2ccccc2)ncc1Cl	-18	44*	9	53*	-59	-127	23	8	7	55*	10
CCC(Oc1ccccc1)C(=O)N(Cc1ccccc1)c1ccccn1 (stereo not drawn)	-2	2	.	12	7	5	-3	-10	3	-7	21
CCOc1ccccc1OCC(=O)Nc1cccc(S(=O)(=O)NC2=NCCCCC2)c1	-4	3	-8	7	-29	16	2	-13	-5	1	5
COc1cccc(CN2CCC(C(=O)NC(C)c3cccc4ccccc34)CC2)c1 (stereo not drawn)	5	.	-28	-6	-5	-19	11	.	-2	-2	4
CC(C)CN1CCC(C(=O)NC(c2ccc(F)cc2)c2ccc3ccccc3n2)CC1 (stereo not drawn)	-15	.	-3	-8	-12	-16	10	.	21	1	-12
OC1CCCN(c2ncnc3c2nnn3Cc2c(F)cccc2Cl)C1 (stereo not drawn)	8	6	26	-10	13	9	3	9	1	2	-13
CC(=O)c1cc(CC(=O)N2CCc3c([nH]c4ccccc34)C2c2ccccn2)cs1 (stereo not drawn)	-4	14	-24	-16	2	15	4	-9	0	-9	18
CC(=O)NN1C(=O)c2ccc3c4c(ccc(c24)C1=O)C(=O)N(NC(C)=O)C3=O	3	5	-3	-24	11	20	47	-9	-30	0	-5
Cc1ccc(C2C(C#N)=C(N)SC(N)=C2C#N)cc1	7	-13	9	-8	5	1	-9	-3	-18	-1	2
CC(=O)NC(c1ccccc1)c1nc2ccccc2[nH]1 (stereo not drawn)	-14	-37	7	-31	1	14	3	5	-20	6	17
O=C(CSc1nnc2c(n1)[nH]c1ccc(F)cc12)OCc1ccccc1	2	9	.	12	12	3	7	3	-26	7	-2
Cc1cc(C)n(-c2ccc(C(=O)OCC(=O)c3ccc(Br)s3)cc2)n1	17	-5	-3	-1	-29	-26	19	5	-21	3	21
O=C(NCC1CCCO1)c1cc(S(=O)(=O)N2CCOCC2)ccc1Cl (stereo not drawn)	-4	2	0	-5	-30	22	4	-16	0	-14	-1
CCCCNC(=O)C1CCN(C(=O)C2CCN(S(=O)(=O)c3ccc(C)cc3)CC2)CC1	5	-5	-15	17	-13	0	3	5	2	-6	-12
COc1ccc(NC(=O)CN(C)C(=O)Cc2c[nH]c3ccccc23)cc1	17	-1	.	-5	-6	-19	4	2	6	-4	2
Cc1ccc(S(=O)(=O)N2CCN(C(=O)CCn3nc(C)c(C)c3C)CC2)cc1	4	-8	9	-19	4	-6	1	-2	-7	-7	-12
c1cncc(-c2nnc3n2C2(CCCCC2)Cc2ccccc2-3)c1	-13	-4	1	-10	-3	8	-25	-1	17	-4	-14
CCCCC(NC(=O)c1cccc(Br)c1)C(=O)O (stereo not drawn)	-13	-8	5	-12	0	4	5	3	17	-2	-9
CC(=C/c1ccc(C(C)C)cc1)/C=N/NC(=O)c1ccncc1	-30	0	0	-17	-63	-33	5	15	-57	4	-12
C=C[C@@H]1c2cccc(C)c2N(S(=O)(=O)c2ccc(C)cc2)[C@H](c2ccccc2)C1(C#N)S(=O)(=O)c1ccccc1 (stereo partly drawn)	9	-5	-6	0	4	-1	-10	-5	12	-1	-8
COc1ccc(CNC(=O)C2(C)Cc3c(-c4cccc(NC(C)=O)c4)ccnc3O2)cc1OC (stereo not drawn)	23	.	-4	-9	-19	-3	7	.	4	6	8
CCOC(=O)N1CCN(C(=O)C[C@@H]2C[C@@]3(C(=O)OCC)CCCC=C3N(CCC3=CCCCC3)C2=O)CC1	-35	.	.	.	.	.	6	.	4	-3	-4

An excerpt from above, reduced to Vif imaging, TLR9-MyD88 inh and NR5A2 inv ag:
Structure | Vif imaging | TLR9-MyD88 inh | NR5A2 inv ag
CCCCNC(=O)C1CCN(C(=O)C2CCN(S(=O)(=O)c3ccc(C)cc3)CC2)CC1 | -15 | 5 | 5
COc1ccc(NC(=O)CN(C)C(=O)Cc2c[nH]c3ccccc23)cc1 | . | 2 | 17
Cc1ccc(S(=O)(=O)N2CCN(C(=O)CCn3nc(C)c(C)c3C)CC2)cc1 | 9 | -2 | 4
c1cncc(-c2nnc3n2C2(CCCCC2)Cc2ccccc2-3)c1 | 1 | -1 | -13
CCCCC(NC(=O)c1cccc(Br)c1)C(=O)O (stereo not drawn) | 5 | 3 | -13
CC(=C/c1ccc(C(C)C)cc1)/C=N/NC(=O)c1ccncc1 | 0 | 15 | -30

2 compounds drawn at random from those above:
SMILES	NR5A2 inv ag	LMP1 NFkB inh	Vif imaging	TROY NFkB inh	NCOA1 inh	NCOA3 inh	TRAIL sens C8	TLR9-MyD88 inh	NCOA2 inhibitor	NOD2-RIPK2 inh	COUP-TFII inh
COc1ccc(CNC(=O)C2(C)Cc3c(-c4cccc(NC(C)=O)c4)ccnc3O2)cc1OC (stereo not drawn)	23	.	-4	-9	-19	-3	7	.	4	6	8
CCOC(=O)N1CCN(C(=O)C[C@@H]2C[C@@]3(C(=O)OCC)CCCC=C3N(CCC3=CCCCC3)C2=O)CC1	-35	.	.	.	.	.	6	.	4	-3	-4

These rows are one share of the data; the hit share may differ from the screen's.
